NFkB binder = binders of human NF-kappa-B p105; P19838; Small molecule microarray, anti-His fluorescence binding; calls only; 1.3% of 17,000 active;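 active = spot fluorescence over background significantly raised, with a chance value under 7% in all four replicate spots of the compound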;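 note: probe protein is his-tagged human p50 processed subunit at 1 µg/ml; raw spot fluorescence signals with no normalization applied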
Target sequence (P19838 1-433 limits assumed): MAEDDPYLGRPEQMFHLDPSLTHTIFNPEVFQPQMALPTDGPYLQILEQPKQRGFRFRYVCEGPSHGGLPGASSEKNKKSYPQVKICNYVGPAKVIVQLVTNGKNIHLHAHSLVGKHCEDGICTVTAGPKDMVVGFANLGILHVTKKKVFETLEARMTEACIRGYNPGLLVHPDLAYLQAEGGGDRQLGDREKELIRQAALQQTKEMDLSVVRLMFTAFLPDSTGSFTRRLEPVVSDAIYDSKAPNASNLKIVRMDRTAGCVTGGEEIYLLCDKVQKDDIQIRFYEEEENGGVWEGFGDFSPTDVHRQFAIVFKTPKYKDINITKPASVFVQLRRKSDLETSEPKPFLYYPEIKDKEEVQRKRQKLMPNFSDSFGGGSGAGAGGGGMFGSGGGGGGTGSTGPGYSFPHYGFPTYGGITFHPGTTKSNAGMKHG
Calls only; i = inactive. The list is partial, so the mix of outcomes need not match the whole.

SMILES | NFkB binder
CC(C)NC(=O)Nc1ccc2c(c1)C(=O)N([C@H](C)CO)C[C@H](C)[C@@H](CN(C)S(=O)(=O)c1ccccc1)OCCCC[C@H](C)O2 | i
COc1ccc(S(=O)(=O)N(C)C[C@H]2Oc3ccc(NC(=O)Nc4ccc(C(F)(F)F)cc4)cc3CC(=O)N([C@H](C)CO)C[C@@H]2C)cc1 | i
O=C(Cn1c2ccccc2n2nc(-c3cccs3)nc12)c1ccc(Cl)cc1 | i
COc1ccc(NC(=O)Nc2cccc3c2O[C@@H](CN(C)S(=O)(=O)c2ccc(Cl)cc2)[C@H](C)CN([C@H](C)CO)C3=O)cc1 | i
COc1ccc(S(=O)(=O)N(C)C[C@H]2Oc3c(NS(=O)(=O)c4cn(C)cn4)cccc3C(=O)N([C@@H](C)CO)C[C@@H]2C)cc1 | i
C[C@@H]1CN([C@@H](C)CO)C(=O)c2cc(NC(=O)Nc3ccc(C(F)(F)F)cc3)ccc2O[C@@H](C)CCCCO[C@@H]1CN(C)C | i
Cc1noc(C)c1NC(=O)Nc1ccc2c(c1)C(=O)N([C@@H](C)CO)C[C@H](C)[C@H](CN(C)C(=O)NC1CCCCC1)O2 | i
CC(C(=O)Nc1cccnc1)N(c1ccc(Oc2ccccc2)cc1)S(C)(=O)=O (configuration not stated) | i

(listing goes on)
SMILES | NFkB binder
C[C@H]1CN([C@@H](C)CO)C(=O)Cc2cc(NC(=O)C3CCCCC3)ccc2O[C@H]1CN(C)Cc1ccncc1 | i
C[C@@H]1CN([C@@H](C)CO)C(=O)Cc2cc(NC(=O)Cc3cn(C)c4ccccc34)ccc2O[C@@H]1CN(C)C(=O)NC1CCCCC1 | i
COc1ccc([C@@H]2C=C(C(=O)NCc3ccccc3)O[C@H](OCc3ccc(CO)cc3)C2)cc1 | i
C[C@@H]1CCCCO[C@H](CN(C)C(=O)Nc2ccc3c(c2)OCO3)[C@H](C)CN([C@H](C)CO)C(=O)c2cc(NS(C)(=O)=O)ccc2O1 | i
C[C@@H]1CN([C@@H](C)CO)C(=O)Cc2cc(NC(=O)Nc3ccccc3)ccc2O[C@H]1CN(C)C(=O)Nc1ccc(F)cc1 | i
CC(C)N(Cc1nc(-c2ccccc2)no1)C(=O)c1ccc(Br)o1 | i
C[C@@H]1CN([C@H](C)CO)C(=O)c2cc(NC(=O)Nc3ccc(F)cc3)ccc2O[C@@H]1CN(C)C | i
COC(=O)c1ccccc1NC(=O)CN1C(=O)c2cccc3cccc1c23 | i

Other compounds.
SMILES | NFkB binder
C[C@H]1CN([C@@H](C)CO)C(=O)c2cccc(NS(C)(=O)=O)c2O[C@H]1CN(C)C(=O)Nc1cccc2ccccc12 | i
Cc1cc(Cn2ccc(C(F)(F)F)n2)c(C)c(-c2c(C#N)c(N)nc3c2CCCC3)c1 | i
Cc1ccc(S(=O)(=O)Nc2ccc3c(c2)OCCO3)c(C)c1NS(C)(=O)=O | i
O=C(O)c1cccc(S(=O)(=O)NCC2CCCO2)c1 (configuration not stated) | i
O=C(C1=C[C@@H](c2coc3ccccc3c2=O)C[C@@H](OCc2ccc(CO)cc2)O1)N1CCOCC1 | i
O=C(O)c1cc2ncc(CCO)cn2n1 | i
C=CC(CO)NS(=O)(=O)c1ccc(Br)cc1 (configuration not stated) | i
Cc1cccc(NC(=O)c2cc(NC(=O)CCC(=O)O)ccc2N2CCOCC2)c1 | i

More entries
SMILES | NFkB binder
CC1CC(=O)c2c(ccc3c2C(=O)c2c(O[C@@H]4O[C@@H](C)[C@H](O)[C@@H](O)[C@H]4O)cccc2C3=O)C1 (some centres not stated) | i
C[C@@H]1CCCCO[C@H](CN(C)C(=O)CCCN(C)C)[C@H](C)CN([C@@H](C)CO)C(=O)c2cc(NS(=O)(=O)c3ccccc3)ccc2O1 | i
CNC[C@@H]1Oc2ccc(NC(=O)CCN3CCOCC3)cc2C(=O)N([C@@H](C)CO)C[C@H]1C | i
C[C@@H]1CCCCO[C@@H](CN(C)C)[C@@H](C)CN([C@H](C)CO)C(=O)c2cc(NS(=O)(=O)c3cn(C)cn3)ccc2O1 | i
O=C(NCc1cccnc1)c1ccc2c(c1)C(=O)N(CC1CCCO1)C2=O (configuration not stated) | i
C[C@H]1CCCCO[C@@H](CN(C)C)[C@@H](C)CN([C@@H](C)CO)C(=O)c2cc(NC(=O)CCC(F)(F)F)ccc2O1 | i
C=C1C(=O)O[C@H]2C1CCC(=C)[C@@H]1C[C@H](OC(=O)C=C(C)C)C(=C)[C@@H]12 (some centres not stated) | i
Cc1c(C(=O)NN2CCOCC2)nn(-c2ccc(Cl)cc2Cl)c1-c1ccc(I)cc1 | i

Ordered by SMILES length (highest first): part of the list above.
SMILES | NFkB binder
C[C@@H]1CCCCO[C@H](CN(C)C(=O)CCCN(C)C)[C@H](C)CN([C@@H](C)CO)C(=O)c2cc(NS(=O)(=O)c3ccccc3)ccc2O1 | i
C[C@@H]1CCCCO[C@@H](CN(C)C)[C@@H](C)CN([C@H](C)CO)C(=O)c2cc(NS(=O)(=O)c3cn(C)cn3)ccc2O1 | i
CC1CC(=O)c2c(ccc3c2C(=O)c2c(O[C@@H]4O[C@@H](C)[C@H](O)[C@@H](O)[C@H]4O)cccc2C3=O)C1 (some centres not stated) | i
C=C1C(=O)O[C@H]2C1CCC(=C)[C@@H]1C[C@H](OC(=O)C=C(C)C)C(=C)[C@@H]12 (some centres not stated) | i
CNC[C@@H]1Oc2ccc(NC(=O)CCN3CCOCC3)cc2C(=O)N([C@@H](C)CO)C[C@H]1C | i

The list goes on:
SMILES | NFkB binder
Ic1cccc(CSc2nnc(-c3ccncc3)o2)c1 | i
Cc1noc(C)c1NC(=O)Nc1ccc2c(c1)C(=O)N([C@@H](C)CO)C[C@@H](C)[C@@H](CN(C)C(=O)CCCN(C)C)OCCCC[C@@H](C)O2 | i
O=C(C1=C[C@@H](C2CC2)C[C@@H](OCc2ccc(CO)cc2)O1)N1CCCCCCC1 | i
Cc1cc(Cl)cc(Br)c1OCCCNCC(C)O (configuration not stated) | i
CC(=O)Nc1ccccc1NC(=O)COc1ccc(Cl)c(C)c1 | i
N#C/C(=C\c1ccc(O)c(O)c1)C(=O)c1ccc(O)c(O)c1 | i
COc1cc(O)c2c(=O)c(OC3OC(CO[C@@H]4O[C@@H](C)[C@H](O)[C@@H](O[C@@H]5O[C@@H](C)[C@H](O)[C@@H](O)[C@H]5O)[C@H]4O)C(O)C(O)C3O)c(-c3ccc(O)cc3)oc2c1 (some centres not stated) | i
C[C@@H]1CN([C@H](C)CO)C(=O)c2cc(NC(=O)NC3CCCCC3)ccc2O[C@@H]1CN(C)C(=O)Nc1ccc2c(c1)OCO2 | i

Further compounds follow:
SMILES | NFkB binder
C[C@H](CO)N1C[C@H](C)[C@@H](CN(C)C(=O)Nc2ccc(C(F)(F)F)cc2)Oc2c(NC(=O)c3ccncc3)cccc2C1=O | i
C[C@@H]1CN([C@H](C)CO)C(=O)c2cccc(NC(=O)C3CCOCC3)c2O[C@H]1CN(C)C(=O)Nc1ccccc1 | i
Cc1noc(C)c1NC(=O)N(C)C[C@@H]1OCCCC[C@@H](C)Oc2ccc(NS(=O)(=O)c3c(C)noc3C)cc2C(=O)N([C@H](C)CO)C[C@H]1C | i
COc1ccccc1NC(=S)NCc1ccc(S(N)(=O)=O)cc1 | i
COc1ccc(S(=O)(=O)N(C)C[C@@H]2Oc3ccc(NC(=O)Cc4ccccc4)cc3CC(=O)N([C@@H](C)CO)C[C@@H]2C)cc1 | i
C[C@@H]1CCCCO[C@H](CN(C)C(=O)Nc2ccccc2)[C@H](C)CN([C@H](C)CO)C(=O)c2cc(NC(=O)C3CCCCC3)ccc2O1 | i
CN1CCCC(CC2c3ccccc3Sc3ccccc32)C1 (configuration not stated) | i
CCc1nc(CNC(=O)c2cc(OC)c(OC)c(OC)c2)no1 | i

(more compounds)
SMILES | NFkB binder
COc1ccccc1NC(=O)c1cnc(Nc2nc3ccccc3s2)nc1C | i
O=S(=O)(Nc1ncccn1)c1ccc(NS(=O)(=O)c2cc(Cl)ccc2Cl)cc1 | i
CC1=CCC(C(C)(C)O[C@@H]2O[C@H](COC(=O)c3cc(O)c(O)c(O)c3)[C@@H](O)[C@H](O)[C@H]2O)CC1 (some centres not stated) | i
Cc1ccc(-c2nn(CC(=O)Nc3ccc(C)cc3C)c(=O)c3ccccc23)cc1 | i
C[C@H]1CCCCO[C@@H](CN(C)S(=O)(=O)c2ccccc2)[C@@H](C)CN([C@@H](C)CO)C(=O)c2cc(NS(=O)(=O)c3ccccc3)ccc2O1 | i
Cc1cnc(SCc2cnc(C)nc2N)nc1 | i
Cc1ccc(OCC(=O)Nc2ccccc2N2CCOCC2)cc1 | i
Cc1ccc(S(=O)(=O)Nc2cccc3c2O[C@@H](CN(C)C(=O)NC(C)C)[C@@H](C)CN([C@H](C)CO)C3=O)cc1 | i

Next part:
SMILES | NFkB binder
C[C@H]1CCCCO[C@H](CN(C)C)[C@@H](C)CN([C@@H](C)CO)C(=O)c2cc(N(C)C)ccc2O1 | i
C[C@H](CO)N1C[C@H](C)[C@H](CN(C)Cc2ccc(C(=O)O)cc2)OCCCC[C@H](C)Oc2ccc(NS(C)(=O)=O)cc2C1=O | i
CC(C)NC(=O)Nc1ccc2c(c1)C(=O)N([C@H](C)CO)C[C@@H](C)[C@H](CN(C)Cc1ccccc1)OCCCC[C@@H](C)O2 | i
COc1ccc(OC)c(/C=C/C(=O)O)c1 | i
CC(C)NC(=O)N(C)C[C@@H]1Oc2ccc(NS(=O)(=O)c3ccccc3)cc2CC(=O)N([C@H](C)CO)C[C@@H]1C | i
CN1C(=O)C(c2c[nH]c3ccccc23)=C(c2c[nH]c3ccccc23)C1=O | i
Cc1ccc(OCC(=O)Nc2ccc(C)cc2[N+](=O)[O-])c(C)c1 | i
CCn1ncc(C2=NOC(C(=O)Nc3ccc(Cl)c(Cl)c3)C2)c1C (configuration not stated) | i

Further entries.
SMILES | NFkB binder
C[C@@H]1CN([C@@H](C)CO)C(=O)c2cccc(NS(C)(=O)=O)c2O[C@@H]1CN(C)Cc1ccc(C(F)(F)F)cc1 | i
COc1cc(O)c(Oc2cc(C)cc(O)c2C(=O)O)c(CO)c1 | i
CNC(=O)CCc1nc(-c2ccc(Cl)cc2)no1 | i
COC(=O)C(O)(c1c(C)nn(-c2ccccc2)c1N)C(F)(F)F (configuration not stated) | i
CN(c1cccc(NC(=O)c2ccc(CN3CCOCC3)cc2)c1)S(C)(=O)=O | i
Cc1noc(C)c1S(=O)(=O)N(C)C[C@@H]1Oc2c(cccc2N(C)C)C(=O)N([C@H](C)CO)C[C@@H]1C | i
C[C@@H]1CN([C@@H](C)CO)C(=O)c2cccc(NC(=O)Nc3ccc(C(F)(F)F)cc3)c2O[C@@H]1CN(C)S(=O)(=O)c1ccc(Cl)cc1 | i
CNC[C@@H]1Oc2ncc(-c3ccc(OC)cc3)cc2C(=O)N([C@H](C)CO)C[C@@H]1C | i

Continued:
SMILES | NFkB binder
C[C@H]1CN([C@@H](C)CO)C(=O)Cc2cc(NC(=O)NC3CCCCC3)ccc2O[C@@H]1CN(C)C(=O)Nc1ccc2c(c1)OCO2 | i
C[C@H]1CN([C@@H](C)CO)C(=O)Cc2cc(NC(=O)Nc3ccccc3)ccc2O[C@@H]1CN(C)C(=O)Nc1ccc(F)cc1 | i
CC(C)NC(=O)Nc1ccc2c(c1)C(=O)N([C@@H](C)CO)C[C@@H](C)[C@H](CN(C)C(=O)c1ccncc1)OCCCC[C@H](C)O2 | i
COc1ccc(CN(C)C[C@@H]2Oc3c(NC(=O)c4cnccn4)cccc3C(=O)N([C@@H](C)CO)C[C@H]2C)cc1 | i
CCOC(=O)c1ccc(COC(=O)c2cc(=O)[nH]c3ccccc23)o1 | i
CC(C)C[C@@H]1NC(=O)[C@H]2C[C@@H](C(=O)NCCCCCNC(=O)CS)[C@@H](c3cccc(OCCO)c3)N2C1=O | i
COc1ccc(S(=O)(=O)Nc2cccc3c2O[C@H](CN(C)S(=O)(=O)c2cn(C)cn2)[C@@H](C)CN([C@@H](C)CO)C3=O)cc1 | i
COc1ccc(CCNC(=O)C(=O)c2c(C)[nH]c3ccccc23)cc1OC | i

Next part
SMILES | NFkB binder
C[C@H]1CCCCO[C@@H](CN(C)Cc2ccccc2)[C@@H](C)CN([C@@H](C)CO)C(=O)c2cc(NS(=O)(=O)c3cn(C)cn3)ccc2O1 | i
COc1cc(/C=C(\C#N)C(=O)Nc2nnc(C(F)(F)F)s2)ccc1OCc1ccc(C(F)(F)F)cc1C(F)(F)F | i
Cc1cc2nc(SCC(=O)O)nc(C)c2cc1C | i
COc1ccc(Nc2nccc(NCCO)n2)cc1 | i
O=C(NCC(c1ccccc1)c1c[nH]c2ccccc12)Nc1ccc(Cl)cc1 (configuration not stated) | i
Cc1noc(C)c1S(=O)(=O)Nc1ccc2c(c1)C(=O)N([C@H](C)CO)C[C@H](C)[C@H](CN(C)C(=O)NC(C)C)OCCCC[C@H](C)O2 | i
C[C@@H]1CN([C@@H](C)CO)C(=O)Cc2cc(NC(=O)Cc3cn(C)c4ccccc34)ccc2O[C@@H]1CN(C)CC1CC1 | i
O=C(Nc1ccccc1C(=O)NCCOc1ccccc1)c1ccccc1I | i

The listing continues.
SMILES | NFkB binder
Cc1noc(C)c1S(=O)(=O)N(C)C[C@H]1Oc2ccc(NS(=O)(=O)c3cn(C)cn3)cc2C(=O)N([C@H](C)CO)C[C@H]1C | i
C[C@H]1CN([C@@H](C)CO)C(=O)CCCn2cc(nn2)CO[C@@H]1CN(C)C(=O)Nc1cccc(Oc2ccccn2)c1 | i
COc1ccccc1N1CCN(C(=O)CN(c2cc(Cl)ccc2OC)S(C)(=O)=O)CC1 | i
Cc1noc(C)c1NC(=O)N(C)C[C@@H]1Oc2ccc(NC(=O)C3CC3)cc2CC(=O)N([C@@H](C)CO)C[C@H]1C | i
C[C@H]1CN([C@@H](C)CO)C(=O)c2cc(NC(=O)C3CCCCC3)ccc2O[C@@H]1CN(C)Cc1ccc(Cl)c(Cl)c1 | i
CNC[C@@H]1Oc2ccc(NC(=O)Nc3ccc(OC)cc3)cc2C(=O)N([C@H](C)CO)C[C@@H]1C | i

2 records drawn at random from the list so far, as already listed:
SMILES | NFkB binder
Cc1noc(C)c1S(=O)(=O)N(C)C[C@H]1Oc2ccc(NS(=O)(=O)c3cn(C)cn3)cc2C(=O)N([C@H](C)CO)C[C@H]1C | i
C[C@H]1CN([C@@H](C)CO)C(=O)c2cc(NC(=O)C3CCCCC3)ccc2O[C@@H]1CN(C)Cc1ccc(Cl)c(Cl)c1 | i
